SIRT5 block = inhibitors of human sirtuin-5 desuccinylase; Q9NXA8; inhibition, % at 15 µM; actives 1.1% (n = 330,000); Purified SirT5, succinyl-peptide AMC, trypsin-coupled fluorescence; AID 652115; in the data active = inhibition above about 15%
S100A4 inh HTS = S100A4-myosin IIA interaction inhibition | actives 0.14% (n = 360,000) | P26447 | S100A4/TAMRA-MyoIIA peptide fluorescence polarization | inhibition, % at 10.7 µM | AID 652163;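 active = mean inhibition of at least 70% across replicates, with every replicate also reaching that level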
Target sequence (P26447 whole entry, looked up): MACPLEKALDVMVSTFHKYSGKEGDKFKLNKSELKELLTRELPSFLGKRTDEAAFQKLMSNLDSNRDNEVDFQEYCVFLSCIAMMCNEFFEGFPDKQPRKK
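incubation = readout 5 min after mixing, signal stable up to 60 min | system = S100A4 monomer protein | buffer or medium = HEPES pH 7.2 with CaCl2, KCl, NaCl, DTT, Triton | benchmarks = neutral control DMSO, positive control TFP | also added = fluorescent myosin IIA peptide, 5 nM | compound dosing = one concentration per compound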
Cneo AK release = causes C. neoformans cell lysis. actives 0.2% (n = 360,000). lysis activity, % at 15 µM. AID 651654. adenylate kinase release luminescence, 4 h; normalised: neutral wells 0, clomiphene wells 100;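 active = mean lysis activity across replicates of at least 80%, whatever share of replicates individually reach that level; inactive = mean lysis activity below 80%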
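Material – log-phase Cryptococcus neoformans yeast cells · Input – 5 × 10^6 yeast cells/mL · Medium – fresh YPD growth medium · Doses – single compound concentration per well · Timing – static 4 h at 37 °C with compound, 1 h detection · Detection – adenylate kinase release luminescence · Read-out – signal increase indicating cell lysis · Control set – Clomiphene as positive lysis control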
Xi reactivation = reactivates the inactive X chromosome in mouse fibroblasts; XiGFP mouse fibroblasts, % GFP-positive cells imaging, 3 d; cells co-treated with 5-aza-dC sensitizer; scaled so ellipticine positive control = 100%; activation, % at 7.58 µM; actives 0.055% (n = 360,000); AID 743238;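 active = mean normalized replicate activation at least 10% and every replicate at or above 10%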;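 note: 0% = median of on-plate neutral control wells and 100% = ellipticine 6 µM median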
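Schedule: 3 d treatment, 15 min room-temperature fixation; system: 68-5-11 XiGFP fibroblast line; buffer or medium: DMEM plus 5-aza-dC sensitizer; control set: ellipticine 6 µM positive control; compound: one concentration, pinned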
PGC1a acetyl inh = modulators of PGC1a acetylation. U2OS PGC1a acetylation, AlphaScreen anti-acetyl-lysine; with virally co-expressed GCN5 acetyltransferase. inhibition, % at 15.6 µM. actives 0.17% (n = 350,000);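 active = every replicate shows inhibition of at least 40%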;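 note: 0% = neutral control wells and 100% = positive control wells; some results beyond the cut were filed as inactive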
ERAP1 inh = ERAP1 (human) enzyme inhibition; Q9NZ08; recombinant ERAP1, Leu-AMC fluorescence, 60 min; inhibition, % at 10.7 µM; actives 0.15% (n = 340,000); AID 652197;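 active = mean replicate inhibition of at least 30%, or all replicates individually reaching that 30% level; inactive = mean below 30% and not every replicate reaching it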;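 note: 0% = neutral control wells and 100% = L-leucinethiol positive control wells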
Target sequence (Q9NZ08 whole entry, looked up): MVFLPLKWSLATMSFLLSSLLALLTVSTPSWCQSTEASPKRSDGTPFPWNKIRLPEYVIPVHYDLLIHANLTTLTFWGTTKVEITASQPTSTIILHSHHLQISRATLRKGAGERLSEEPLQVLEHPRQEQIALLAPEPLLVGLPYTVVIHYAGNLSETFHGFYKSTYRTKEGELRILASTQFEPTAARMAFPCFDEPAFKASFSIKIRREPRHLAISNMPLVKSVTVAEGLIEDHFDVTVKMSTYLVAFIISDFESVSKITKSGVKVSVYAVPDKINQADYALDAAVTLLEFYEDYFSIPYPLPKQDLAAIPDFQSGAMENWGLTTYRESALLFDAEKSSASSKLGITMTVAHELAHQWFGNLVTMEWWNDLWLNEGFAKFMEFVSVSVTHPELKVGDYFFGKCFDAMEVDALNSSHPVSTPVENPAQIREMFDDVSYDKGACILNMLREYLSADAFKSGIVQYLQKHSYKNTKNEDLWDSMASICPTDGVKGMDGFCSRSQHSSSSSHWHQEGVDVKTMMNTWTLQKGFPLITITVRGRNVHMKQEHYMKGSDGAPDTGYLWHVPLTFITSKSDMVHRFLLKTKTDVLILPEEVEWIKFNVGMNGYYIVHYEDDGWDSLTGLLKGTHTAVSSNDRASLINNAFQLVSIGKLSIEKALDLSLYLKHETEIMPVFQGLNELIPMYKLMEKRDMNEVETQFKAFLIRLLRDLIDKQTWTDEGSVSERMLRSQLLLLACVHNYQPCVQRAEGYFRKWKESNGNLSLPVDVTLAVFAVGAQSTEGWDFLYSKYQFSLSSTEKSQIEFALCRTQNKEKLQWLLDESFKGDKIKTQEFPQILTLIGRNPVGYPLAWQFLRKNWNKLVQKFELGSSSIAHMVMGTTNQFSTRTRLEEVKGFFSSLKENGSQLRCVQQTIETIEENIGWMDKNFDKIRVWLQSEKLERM
Statin myotox sup = suppressors of simvastatin-induced myotoxicity in C2C12 myotubes | ATP luminescence, 48 h; scaled: DMSO 0, geranylgeraniol control 100 | rescue of ATP level, % at 7.49 µM | actives 0.78% (n = 330,000) | AID 602340;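 active = mean ATP rescue above about 67%, or every replicate alone reaching that limit, limit read from the data, passing the limit was not always enough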;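 note: myotubes were challenged with 10 µM simvastatin during compound exposure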
LGR2 antag = inhibitors of bursicon-induced Drosophila LGR2 receptor cAMP signaling; HEK293 LGR2, CRE-luciferase, bursicon-stimulated, 4 h; inhibition, % at 9.99 µM; actives 0.35% (n = 380,000); AID 720647;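 active = drop in luminescence signal, shown as inhibition above about 50% in the replicate tests, limit read from the data, passing the limit was not always enough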;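 note: agonist challenge used bursicon conditioned medium at about half maximal strength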
Active calls of the source: *; x = no result given.

SMILES	SIRT5 block	S100A4 inh HTS	Cneo AK release	Xi reactivation	PGC1a acetyl inh	ERAP1 inh	Statin myotox sup	LGR2 antag
Cc1ccc(S(=O)(=O)N(CC(O)CN2CCCCC2)c2ccccc2)cc1 (configuration not stated)	-2	-9	1	0.4	14	-2	2	5
CCC(Oc1ccc(F)cc1)C(=O)N1CCCCCCC1 (configuration not stated)	x	-3	-3	-0.1	-7	-4	-8	3
COc1cccc(NC(=O)Nc2ccc3c(c2)C(=O)N(C)C[C@H](OC)[C@H](C)CN[C@H](C)CO3)c1	2	-4	1	0.3	1	4	-3	-4
CCCCCC(=O)N1C[C@H](O)[C@@H](n2cc(COC(=O)c3ccccc3)nn2)C[C@@H]1c1ccc(Cl)cc1	x	-1	x	-0.1	-14	-1	12	0
O=C(NC(=S)Nc1cccc(O)c1)C1CCCCC1	-4	-11	6	0.3	-20	-1	0	-33
CCCc1nnc(SCC(=O)Nc2ccc(OC)cc2)o1	0	1	3	-0.1	x	-3	-8	10
CC(=O)N[C@H]1CC[C@H](CCNC(=O)C2CCCC2)O[C@@H]1CO	0	-9	-3	-0.4	1	-2	-1	0
CCC(C(=O)NC1CCCC1)N(C(=O)Cn1nnc(-c2ccc(C)o2)n1)c1ccccc1OC (configuration not stated)	1	-2	0	0.2	x	2	5	10
C=CCN1C(=O)/C(=C\c2cccc(OC(=O)c3ccco3)c2)SC1=S	1	-1	2	0.1	-11	0	3	-31
CCN1C(=O)[C@H]2[C@@H](c3ccc(C)cc3)N3C(=O)N(c4cccc(Cl)c4)C(=O)[C@@]3(Cc3ccc(Cl)cc3)[C@H]2C1=O	-1	1	9	0.1	x	2	4	21
CCOC(=O)COc1ccc(Br)cc1/C=C/c1[nH]c(=O)[nH]c(=O)c1[N+](=O)[O-]	-2	5	-2	0.3	-7	8	12	24
CC(NC(=O)C(=O)Nc1nccs1)c1ccccc1 (configuration not stated)	1	-2	x	0.0	2	-1	x	8
CCCS(=O)(=O)NC(=O)C1(C)CCN(C(=O)c2c(F)cccc2F)C1 (configuration not stated)	x	-4	-1	0.1	12	-2	11	6
Cc1c(C)c(C)c(S(=O)(=O)N2CCNCC2)c(C)c1C	-8	0	x	0.0	-5	-9	x	x
CC(C)c1cc(CNC(=O)CC2C(=O)NCCN2CC2CCCCC2)on1 (configuration not stated)	0	-4	x	0.0	-9	-1	x	-46
CNC[C@H]1Oc2ncc(-c3ccc(OC)cc3)cc2C(=O)N([C@@H](C)CO)C[C@@H]1C	x	x	x	0.4	8	x	1	-30
O=C(c1cc2nc(-c3ccco3)cc(C(F)(F)F)n2n1)N1CCN(c2ccccc2)CC1	-4	4	-1	x	-2	0	4	2
CC(C)(C)c1ccc2c(c1)OC(C(=O)N/N=C\c1ccc[nH]1)CO2 (configuration not stated)	-5	-5	0	0.1	x	2	-349	8
CC(C)NC(=O)N(C)C[C@@H]1OCCCC[C@H](C)Oc2ccc(NC(=O)Nc3cccc4ccccc34)cc2C(=O)N([C@@H](C)CO)C[C@H]1C	5	-5	-2	-0.1	4	-4	x	6
C[C@@H]1CCCCO[C@@H](CN(C)C(=O)Nc2ccccc2)[C@H](C)CN([C@@H](C)CO)C(=O)c2cc(NS(=O)(=O)c3ccccc3)ccc2O1	1	-5	-4	0.2	0	0	x	14
O=C(NC(=S)Nc1cc(Cl)ccc1N1CCOCC1)c1ccccc1[N+](=O)[O-]	-1	-1	340*	0.1	x	1	x	-2
CC1(c2nnc(-c3ccc(F)cc3)o2)CC(c2cccnc2)=NO1 (configuration not stated)	1	0	0	0.1	x	1	5	-12
C[C@H](CO)N1C[C@H](C)[C@H](CN(C)C(=O)Nc2ccc(N3CCCCC3)cc2)OCc2cn(nn2)CCCC1=O	-2	-13	-5	-0.2	1	1	1	-7
CCOc1ccc(C(=O)Nc2nnc(C3=COCCO3)o2)cc1	1	-3	0	0.0	x	-3	-3	-6
COc1ccc(N(CC(=O)NCc2ccco2)S(=O)(=O)c2c(C)nn(C)c2C)cc1	0	1	-2	0.3	x	0	5	-13
O=C(N/N=C\c1ccc(-c2ccc([N+](=O)[O-])cc2)o1)C1COc2ccccc2O1 (configuration not stated)	2	0	x	0.3	x	-1	x	17
COc1ccccc1NC(=O)c1ccc(NC(=O)C2CC2C)cc1 (configuration not stated)	-7	-2	-1	0.3	0	4	-9	16
O=C(NCc1ccccc1)c1cc(C2COCCN2C(=O)c2cccs2)on1 (configuration not stated)	-2	-2	0	0.0	2	2	2	-18
Cc1ccc(S(=O)(=O)c2nc(S(C)(=O)=O)sc2N2CCCCCC2)cc1	0	-3	1	0.0	3	-1	16	-5
O=C(NCCc1ccncc1)[C@@H]1[C@@H](CO)[C@@H]2Cn3c(ccc(C4=CCCCC4)c3=O)[C@H]1N2CC1CC1	-28	-4	1	0.4	x	x	8	1

Of the compounds above, these have a nitro group on carbon.
SMILES	SIRT5 block	S100A4 inh HTS	Cneo AK release	Xi reactivation	PGC1a acetyl inh	ERAP1 inh	Statin myotox sup	LGR2 antag
CCOC(=O)COc1ccc(Br)cc1/C=C/c1[nH]c(=O)[nH]c(=O)c1[N+](=O)[O-]	-2	5	-2	0.3	-7	8	12	24
O=C(NC(=S)Nc1cc(Cl)ccc1N1CCOCC1)c1ccccc1[N+](=O)[O-]	-1	-1	340*	0.1	x	1	x	-2
O=C(N/N=C\c1ccc(-c2ccc([N+](=O)[O-])cc2)o1)C1COc2ccccc2O1 (configuration not stated)	2	0	x	0.3	x	-1	x	17

(listing goes on)
SMILES	SIRT5 block	S100A4 inh HTS	Cneo AK release	Xi reactivation	PGC1a acetyl inh	ERAP1 inh	Statin myotox sup	LGR2 antag
CC1CCN(S(=O)(=O)c2cccc(-c3cn4cc(Cl)ccc4n3)c2)CC1	3	0	0	x	x	1	-13	-35
COC(=O)[C@]12CCCCC=C1N(Cc1ccccc1)C(=O)[C@H](CC(=O)N1CCSCC1)C2	0	6	x	-0.1	x	-4	x	8
CCCCc1c(O)nc(SCC(=O)NCCc2ccc(OC)c(OC)c2)[nH]c1=O	x	x	5	x	2	x	8	-2
Cc1cc(=O)n2nc(N3CCC(C(=O)NCc4ccccc4Cl)CC3)sc2n1	8	1	-1	0.0	-9	3	-1	0
COc1cccc(C#Cc2ccc3c(c2)O[C@H](CN(C)C(C)=O)[C@H](C)CN([C@H](C)CO)S3(=O)=O)c1	-5	4	-3	-0.2	-3	0	x	-17
CN(C)C(=O)C[C@H]1CC[C@@H]2[C@H](COC[C@@H](O)CN2C(=O)C2CCOCC2)O1	-3	-59	6	0.2	4	1	10	0
CN(Cc1ccccc1)C(=O)c1ncn2c1C(=O)N(C)CC2	0	5	x	0.0	5	-7	8	9
CC(=O)c1ccc(OCc2ccc(C(=O)c3ccccc3)cc2)cc1	2	-7	x	0.0	6	0	x	-11
O=C(Nc1ccc2c(c1)[C@@H]1C[C@@H](CC(=O)N3CCOCC3)O[C@@H](CO)[C@@H]1O2)NC1CCCCC1	0	18	-4	0.0	1	-2	-4	3
CCOC(=O)C1=C(CC)Nc2ccccc2N=C1NC(=O)c1oc2ccccc2c1C	4	-10	x	0.0	-10	-2	x	22
CCCNC(=O)N(C)C[C@@H]1Oc2ncc(C#C[C@H](C)O)cc2C(=O)N([C@H](C)CO)C[C@@H]1C	1	5	-5	0.3	4	-1	x	-8
O=C(COc1cc(F)ccc1[N+](=O)[O-])Nc1cccc(Br)c1	-3	0	0	0.1	-2	9	5	-22
COC(=O)C[C@@H]1C=C[C@@H](NS(=O)(=O)c2ccccc2OC)[C@@H](CO)O1	0	-3	x	0.0	x	x	x	-2
CCCC(=O)Nc1c(-c2ccccc2)c(=O)c(C)nn1-c1ccc(C)cc1	0	0	-1	0.1	7	x	x	-10
COc1cccc(/C=N\NC(C)=O)c1OC/C=C/c1ccccc1	12	1	3	0.1	5	4	-6	1
C/C(=N\NC(=O)c1cccc([N+](=O)[O-])c1)c1cccnc1	2	-1	1	0.1	-15	0	2	1
C[C@@H](NC(=O)C[C@H]1CC[C@@H]2[C@H](COC[C@@H](O)CN2Cc2ccc(C(F)(F)F)cc2)O1)c1ccccc1	2	-3	37	0.5	10	-2	50	-5
C[C@H]1CN([C@@H](C)CO)C(=O)c2cc(-c3cccc(F)c3)cnc2O[C@@H]1CN(C)CC1CCOCC1	0	-4	-1	0.1	6	0	2	13
CC(C)(C)OC(=O)NCCCC[C@H](NC(=O)c1[nH]cnc1C(=O)N[C@@H](Cc1ccccc1)C(=O)OCc1ccccc1)C(=O)OC(C)(C)C	x	0	3	0.0	5	x	-6	-15
CN(Cc1ccco1)C(=O)CC[C@H]1O[C@@H](n2ccc(=O)[nH]c2=O)[C@H](O)[C@@H]1O	0	-4	-1	0.0	-16	-3	5	6

Whole records, looked up by structure. Order of values: SIRT5 block | S100A4 inh HTS | Cneo AK release | Xi reactivation | PGC1a acetyl inh | ERAP1 inh | Statin myotox sup | LGR2 antag
Shown for C[C@@H](NC(=O)C[C@H]1CC[C@@H]2[C@H](COC[C@@H](O)CN2Cc2ccc(C(F)(F)F)cc2)O1)c1ccccc1 : 2 | -3 | 37 | 0.5 | 10 | -2 | 50 | -5
Shown for CCCC(=O)Nc1c(-c2ccccc2)c(=O)c(C)nn1-c1ccc(C)cc1 : 0 | 0 | -1 | 0.1 | 7 | x | x | -10

More entries.
SMILES	SIRT5 block	S100A4 inh HTS	Cneo AK release	Xi reactivation	PGC1a acetyl inh	ERAP1 inh	Statin myotox sup	LGR2 antag
CCc1noc(C)c1C(=O)Nc1ccc(S(=O)(=O)N2CCCCC2)cc1	-1	-2	x	0.0	3	0	x	12
O=C(N/N=C/c1cccc(Oc2ccccc2)c1)c1cccc(O)c1	-3	3	-4	0.1	x	0	-22	-45
CC1CCN(c2ccc3nnc(CCC(=O)NCCCOC(C)C)n3n2)CC1	-1	15	6	0.0	8	0	9	10
N#CCCN(C(=O)COC(=O)c1cc(=O)c2ccccc2o1)c1ccccc1	-19	5	0	0.1	-10	1	-2	-12
O=C(Nc1ccc(F)cc1)N1C[C@@H]2[C@H](c3ccccc31)[C@@H](CO)N2C(=O)Cc1ccccc1	4	4	-1	0.2	-9	-3	3	-5
COc1ccc(S(=O)(=O)Nc2ccc3c(c2)C(=O)N([C@@H](C)CO)C[C@@H](C)[C@H](CN(C)C(=O)Nc2cccc4ccccc24)O3)cc1	3	4	2	-0.1	-8	-2	52	-1
Cc1cccc(CCNC(=O)Cc2ccc(NC3=NC4CS(=O)(=O)CC4S3)cc2)c1 (configuration not stated)	-4	1	0	-0.1	-3	8	9	-1
COc1ccc(C(=O)N(C)CCCC2CCCC2)cc1OC1CCN(C(C)C)CC1	-5	12	0	-0.1	-8	-4	x	-12
O=C(Nc1cccc(S(=O)(=O)N2CCCCC2)c1)c1ccc2c(c1)OCO2	-2	1	-1	0.1	-24	2	7	1
CO[C@@H]1CN(C)C(=O)c2cc(NC(=O)C3CCOCC3)ccc2OC[C@@H](C)N(CC2CC2)C[C@H]1C	2	0	5	0.1	-8	-2	1	-26
Cc1ccc(C(=O)NNC(=O)c2cccs2)cc1	0	-1	x	0.1	-5	-2	x	-30
N#CC1(NC(=O)COC(=O)c2cccc(-n3cnnn3)c2)CCCCC1	2	-14	4	0.0	x	3	-23	-3
CCNC(=S)NNC(=O)c1ccc(OC)cc1	0	-1	-5	0.0	-3	-1	10	4
Cc1ccc(N(CC(=O)NC2CCCCC2)C(=O)CCCC(=O)Nc2ccccn2)cc1	x	0	0	0.4	19	-3	13	5
O=C(CCN1C(=O)c2ccccc2S1(=O)=O)Nc1cc(Cl)ccc1Cl	0	-3	1	0.0	8	-3	-5	-3

High-throughput results from PubChem.

Only part of the results is shown. The share of hits here may be higher or lower than overall.
